# Source: PubChem BioAssay
# SRC2 inh: human SRC2 (NCOA2) inhibition. HEK293 GAL4-SRC2 luciferase reporter, luminescence. AID 651957. hit rate 0.17% among 370,000. Q15596. inhibition, % at 9 µM;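 active = inhibition above the mean inhibition of all tested compounds plus 3 SD, set per campaign, cut at about 52% in these data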;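 note: 0% = DMSO treated cells and 100% = cells given Gossypol at 36 µM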
# Vif inh: inhibitors of HIV Vif. inhibition, % at 7.49 µM. AID 602346. HEK293T cells, Vif self-association by quenched fluorescence, imaging, 24 h. hit rate 0.35% among 340,000; in the data active = inhibition above about 50%, passing the limit was not always enough; note: some results filed as inactive read as strong as hits
# NR2F2 inh: blocks human COUP-TFII nuclear receptor | P24468 | inhibition, % at 8.6 µM | HEK293T NGFI-A luciferase reporter, luminescence | hit rate 0.7% among 370,000;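 active = inhibition above a per-plate cutoff, mean inhibition of test wells between control levels plus 3 SD, cut at about 38% in these data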;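 note: cells cotransfected with COUP-TFII expression vector driving the NGFI-A reporter; 0% = median of COUP-TF2 test wells and 100% = reporter-only cells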
# TRAIL sens C8: caspase-8 TRAIL sensitization | NB7+C8 cells + TRAIL, ATPlite viability luminescence | inhibition (viability loss, TRAIL sensitization), % at 10 µM | hit rate 1% among 360,000 | AID 624354;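 active = compounds causing at least 50% loss of cell viability in the single-dose screen, relative to plate controls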
# TROY signal inh: TROY signaling inhibition | hit rate 0.98% among 360,000 | Q293 LMP1-TROYcd NF-kB luciferase reporter, 4 h | inhibition, % at 10 µM | AID 1347056;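 active = compounds whose plate-normalised and pattern-corrected inhibition of the luciferase reporter signal at the single screening dose is 50% or more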
# NR5A2 inv ag: inverse agonists of human LRH-1 (NR5A2); HEK293T StAR-luciferase reporter, LRH-1 transfected, 24 h; AID 602396; inhibition, % at 3.6 µM; hit rate 0.13% among 360,000; O00482;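 active = inhibition above the mean inhibition of all tested compounds plus 3 SD, cut at about 73% in these data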;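 note: 0% = DMSO wells and 100% = reporter-only cells lacking LRH-1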
# LMP1 NFkB inh: reduces LMP1-driven NF-kappaB luciferase signal | LMP1-induced NF-kappaB luciferase reporter cells, luminescence | inhibition, % at 12.5 µM | hit rate 0.69% among 350,000 | AID 504558; in the data active = inhibition above about 41%;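 note: 0% = neutral control wells and 100% = reference inhibitor control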
# NOD2-RIPK2 inh: NOD2-RIPK2 protein interaction inhibition | CHO BLA complementation NOD2-RIPK2, CCF4 ratio | inhibition, % at 4.98 µM | hit rate 0.38% among 360,000; in the data active = inhibition above about 21%;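 note: 0% = vehicle only and 100% = reference blocker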
# TLR9-MyD88 inh: blocks human TLR9 binding to MyD88 | AID 504734 | CHO BLA complementation TLR9-MyD88, CCF4 FRET ratio | inhibition, % at 4.98 µM | hit rate 0.21% among 340,000 | Q9NR96+Q99836;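 active = inhibition above the mean over all tested compounds plus 3 SD, cut at about 21% in these data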;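 note: 0% = DMSO only wells and 100% = clavulanate BLA inhibitor control wells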
# NCOA3 inh: inhibitors of human steroid receptor coactivator 3 (SRC3); Q9Y6Q9; hit rate 0.17% among 360,000; HEK293 GAL4-SRC3 luciferase reporter, luminescence; inhibition, % at 3.6 µM;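 active = inhibition above a per-campaign cutoff, the mean of all compounds plus 3 SD, cut at about 60% in these data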;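 note: 0% = DMSO-treated cells and 100% = gossypol-treated cells at 36 µM; higher means less SRC3-driven luciferase light from the GAL4 reporter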
# Target sequence (Q9Y6Q9 whole entry, looked up, the tested form may be a part): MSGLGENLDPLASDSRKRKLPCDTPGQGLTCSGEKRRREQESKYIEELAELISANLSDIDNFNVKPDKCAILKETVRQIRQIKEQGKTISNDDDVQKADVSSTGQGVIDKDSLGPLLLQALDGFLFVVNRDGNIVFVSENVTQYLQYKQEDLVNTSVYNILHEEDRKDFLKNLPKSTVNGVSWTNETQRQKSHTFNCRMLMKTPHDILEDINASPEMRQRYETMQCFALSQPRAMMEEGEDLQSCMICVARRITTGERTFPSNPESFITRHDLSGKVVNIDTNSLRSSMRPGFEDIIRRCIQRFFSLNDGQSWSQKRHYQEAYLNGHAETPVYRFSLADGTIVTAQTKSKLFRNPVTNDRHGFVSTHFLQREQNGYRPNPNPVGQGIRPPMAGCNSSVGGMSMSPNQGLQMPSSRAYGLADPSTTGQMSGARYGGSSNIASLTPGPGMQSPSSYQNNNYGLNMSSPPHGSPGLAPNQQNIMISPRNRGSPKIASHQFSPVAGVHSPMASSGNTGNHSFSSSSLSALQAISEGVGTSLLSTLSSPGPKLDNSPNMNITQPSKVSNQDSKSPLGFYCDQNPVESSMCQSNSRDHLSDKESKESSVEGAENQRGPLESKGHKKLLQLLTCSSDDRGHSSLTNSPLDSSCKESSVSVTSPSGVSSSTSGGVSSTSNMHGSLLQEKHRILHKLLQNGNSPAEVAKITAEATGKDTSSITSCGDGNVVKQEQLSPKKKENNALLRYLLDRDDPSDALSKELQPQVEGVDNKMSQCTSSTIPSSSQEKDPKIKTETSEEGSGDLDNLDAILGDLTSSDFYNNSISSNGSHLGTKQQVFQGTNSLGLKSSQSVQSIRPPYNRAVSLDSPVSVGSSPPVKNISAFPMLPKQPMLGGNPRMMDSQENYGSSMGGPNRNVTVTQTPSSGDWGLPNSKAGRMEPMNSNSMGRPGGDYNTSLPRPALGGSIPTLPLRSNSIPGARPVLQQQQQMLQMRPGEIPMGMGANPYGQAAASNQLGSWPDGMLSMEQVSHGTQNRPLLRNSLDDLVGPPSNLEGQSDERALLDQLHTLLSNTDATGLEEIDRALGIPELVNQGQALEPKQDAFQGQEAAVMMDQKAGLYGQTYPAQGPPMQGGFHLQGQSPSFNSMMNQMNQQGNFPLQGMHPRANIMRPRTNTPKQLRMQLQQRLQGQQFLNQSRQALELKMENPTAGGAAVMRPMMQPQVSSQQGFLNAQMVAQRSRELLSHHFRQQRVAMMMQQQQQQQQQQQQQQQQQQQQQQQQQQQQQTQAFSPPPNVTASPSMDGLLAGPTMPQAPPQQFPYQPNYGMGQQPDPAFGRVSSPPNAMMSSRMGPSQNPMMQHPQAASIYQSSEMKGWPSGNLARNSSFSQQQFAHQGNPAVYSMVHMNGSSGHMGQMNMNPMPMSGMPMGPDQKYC
# SRC1 inh: human NCOA1 inhibition. Q15788. HEK293 GAL4-SRC1 luciferase reporter, luminescence. inhibition, % at 3.6 µM. hit rate 0.12% among 360,000;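 active = inhibition above the campaign mean plus 3 SD, with each screening campaign given its own cutoff, cut at about 60% in these data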;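 note: 0% = DMSO treated cells and 100% = gossypol at 36 µM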
# The depositor's hits bear a star; . = no result given.
SMILES,SRC2 inh,Vif inh,NR2F2 inh,TRAIL sens C8,TROY signal inh,NR5A2 inv ag,LMP1 NFkB inh,NOD2-RIPK2 inh,TLR9-MyD88 inh,NCOA3 inh,SRC1 inh
Cc1cccc(-c2n[nH]c(=S)n2/N=C/c2ccco2)c1,-4,-3,-5,10,-1,-3,2,-2,-2,14,-6
C=C1C(=O)[C@@]23[C@H](O)C[C@@H]4C(C)(C)CC[C@H](O)[C@@]4(C)[C@@H]2CC[C@@H]1[C@H]3O,60*,-4,23,16,28,38,94*,20,-6,35,44
CCC(=O)N(CCc1ccccc1)Cc1cc2cc(OC)ccc2[nH]c1=O,-22,0,-13,8,-1,-5,-9,-5,0,8,-16
COc1ccccc1C(CNC(=O)CNC(=O)c1ccc(C)c(C)c1)N1CCCC1 (centres undefined),-23,1,16,-18,0,4,3,-16,-14,4,-1
COc1ccc(S(=O)(=O)NCc2ccc(C(=O)N3CCc4ccccc4C3)cc2)cc1,10,0,17,5,21,23,8,11,7,13,-2
CCCS(=O)(=O)N1CCCC(C(=O)N2CCN(C(=O)OCC)CC2)C1 (centres undefined),-12,5,0,0,14,-1,2,-2,5,-5,-11
Cc1nc(S/C(=C\c2ccc(OCc3ccccc3Cl)cc2)C(=O)O)n[nH]1,1,10,5,3,.,-2,-5,-9,1,-5,1
Cc1ccc(C(=O)/C=C/Nc2ccccc2C(N)=O)o1,-28,13,-37,37,-66,-149,-12,0,3,-88,-92
CCOc1ccc(C(=O)COC(=O)c2ccc(-n3cnnn3)cc2)cc1,-17,12,5,-4,-5,-19,-10,-2,7,0,-12
Cc1cccc(NC(=O)CC2C(=O)NC3CCCCC3N2C(=O)c2ccccc2Cl)c1 (centres undefined),-24,-1,21,-13,12,-9,6,-3,0,4,0
CC1(c2nnnn2Cc2ccccc2)CCC(=O)N1Cc1cccs1 (centres undefined),-28,.,-9,0,12,15,.,0,.,.,.
CCN1CCN(C(C(=O)NC2CCCC2)c2cc3c(cc2[N+](=O)[O-])OCO3)CC1 (centres undefined),-14,-7,-16,-12,-32,-19,-10,-2,2,-7,-48
COc1ccccc1/C=C/C(=O)NCC(=O)N1CCC(N(C)C2CCCC2)CC1,0,12,-10,-3,1,-5,-2,-2,3,4,-10
Cc1cc(C(=O)N2CCc3c([nH]c4ccccc34)C2c2cccc(Cl)c2)nn1C (centres undefined),-17,-4,7,1,10,-2,13,-8,-16,1,-12
CC(C)(C)NS(=O)(=O)c1cnc(Cl)c(Cl)c1,-9,-5,-4,8,34,13,-7,-14,-4,9,17
CCOc1ccc(C(=O)NNC2CC(=O)N(CCc3ccccc3)C2=O)cc1OC (centres undefined),0,-5,-1,-12,7,-6,4,-2,0,3,7
FC(F)(F)c1ccccc1NC(=S)Nc1cccc2cnccc12,-41,-3,-5,9,36,26,11,-1,-11,22,-9
O=c1[nH]c(C2CCN(S(=O)(=O)c3ccc4c(c3)OCCO4)CC2)nc2c1nnn2Cc1c(F)cccc1Cl,19,0,13,-27,24,-7,0,1,-9,24,11
CCOc1ccccc1N(C(=O)c1ccco1)C(C(=O)NC1CCCC1)c1cccs1 (centres undefined),-1,2,10,-2,3,2,10,10,5,-2,2
COc1ccc(N2C(=O)[C@H]3CCC=C[C@H]3[C@@H]2c2ccccc2Br)cc1,17,18,2,9,-6,6,-9,8,-5,-32,-16
CCOC(=O)C(C#N)=CN1CCNc2ccccc21,27,7,6,-13,-8,12,-4,9,-6,-11,5
COc1ccc(Cc2c(-c3ccc(OC)c(OC)c3)nc3ccc(C)cn23)c(C)c1,-12,.,7,-24,9,6,.,5,.,-9,-6
CC#CC(=O)NCC1(N(C)Cc2ccccc2)Cc2ccccc2C1,-67,-8,-7,-6,24,4,-1,-3,-6,-14,17
CC(O)c1nc2ccccc2n1C/C=C/c1ccccc1 (centres undefined),2,-3,-1,-18,7,8,-5,-6,3,-5,-13

# A different layout for some results above.
Molecule | SRC2 inh | Vif inh | NR2F2 inh | TRAIL sens C8 | TROY signal inh | NR5A2 inv ag | LMP1 NFkB inh | NOD2-RIPK2 inh | TLR9-MyD88 inh | NCOA3 inh | SRC1 inh
FC(F)(F)c1ccccc1NC(=S)Nc1cccc2cnccc12 | -41 | -3 | -5 | 9 | 36 | 26 | 11 | -1 | -11 | 22 | -9
O=c1[nH]c(C2CCN(S(=O)(=O)c3ccc4c(c3)OCCO4)CC2)nc2c1nnn2Cc1c(F)cccc1Cl | 19 | 0 | 13 | -27 | 24 | -7 | 0 | 1 | -9 | 24 | 11
CCOc1ccccc1N(C(=O)c1ccco1)C(C(=O)NC1CCCC1)c1cccs1 (centres undefined) | -1 | 2 | 10 | -2 | 3 | 2 | 10 | 10 | 5 | -2 | 2

# Next section
SMILES,SRC2 inh,Vif inh,NR2F2 inh,TRAIL sens C8,TROY signal inh,NR5A2 inv ag,LMP1 NFkB inh,NOD2-RIPK2 inh,TLR9-MyD88 inh,NCOA3 inh,SRC1 inh
CCCOC(=O)CCNc1n[nH]c(=O)[nH]c1=O,-7,6,3,6,-6,7,-6,1,-7,3,0
Cc1ccc(Cc2c(C)nc3nc(SCC(=O)NCCCN4CCCC4)nn3c2C)cc1,-16,-42,15,3,-7,-4,1,-2,-12,-20,13
COC(=O)c1ccc(C(=O)NC2CCSc3ccccc32)cc1 (centres undefined),-20,-9,-25,0,-8,-3,-6,-2,10,0,-9
COc1cccc(OCc2nc3ccccc3c(=O)n2N)c1,.,1,.,-13,-57,-69,-17,2,0,-38,-39
O=C(OCc1ccc([N+](=O)[O-])cc1)C1CC(=O)N(Cc2ccccc2)C1 (centres undefined),8,0,-1,7,-4,9,-5,0,-14,-23,11
CCOC(=O)c1c(NC(=O)COC(=O)c2cnc(C)cn2)sc(C(=O)N(C)C)c1C,-8,5,-1,-10,-9,0,1,-7,-3,9,18
COCC(=O)NCc1nc2ccccc2n1Cc1ccccc1F,2,0,-4,-14,0,2,3,-7,4,11,-15
CC(C)(C)C(=O)NC1CCN(S(=O)(=O)c2ccc(C(F)(F)F)cc2)CC1,16,13,7,34,-2,10,0,-7,-3,17,-5
COc1ccccc1Nc1nnc(SCC(=O)Nc2cc(C)on2)s1,-12,-32,-1,0,-16,-2,-2,-5,1,-3,-21
O=C(C1CCCN(Cc2cccs2)C1)N1CCCCCC1 (centres undefined),-7,16,5,-1,0,-7,-13,-4,-6,-11,8
CC1(C(=O)NS(=O)(=O)c2cccc(Cl)c2)CCN1C(=O)C1(c2ccc(Cl)cc2)CCC1 (centres undefined),13,-12,9,2,8,13,.,-20,.,-17,-22
CCOC(=O)C1(NC(=O)CN2C(=O)c3ccccc3C2=O)CCCC1,7,3,18,-9,-4,-20,2,-15,0,9,10
CCOc1ccc(NS(=O)(=O)c2ccc3[nH]c(=O)oc3c2)cc1,6,-6,9,-8,-11,-32,4,5,7,0,-3
CC1(C(=O)N(CC(=O)NC2CCCC2)C2CCCC2)CC(=O)N=C2C=CC=CN21 (centres undefined),-6,20,15,-8,-2,-8,-8,-4,-12,-8,-8
CCCc1[nH]nc2c1C(c1ccc(OC)c(CSC3=NCCS3)c1)C(C#N)=C(N)O2 (centres undefined),-5,-11,8,0,-17,-3,-3,8,-4,15,-5
COC(=O)[C@@]12C[C@@H](CC(=O)N3CCOCC3)C(=O)N(CCc3ccc(OC)c(OC)c3)C1=CCC(C)(C)C2,-5,.,2,16,.,1,.,-1,.,.,.
CC(C)(C)c1ccc(N2C(=O)CC(c3ccccc3)C2=O)cc1 (centres undefined),13,.,12,-11,-4,6,-5,7,-2,0,6
C=CCn1c(=O)/c(=C/c2ccsc2)s/c1=C(\C#N)C(=O)NCCN1CCOCC1,9,1,-7,-7,3,12,-5,4,-16,6,-48
O=C(NCCN1CCCCC1)Nc1ccc(F)cc1F,2,13,0,-20,17,2,-21,8,0,-29,1
CC(NS(=O)(=O)c1ccccc1)C(=O)NCCc1ccccn1 (centres undefined),10,0,-14,-5,-18,-2,3,-3,9,2,1
CC(C)C1C(=O)N(Cc2cn(CCC3OCCO3)nn2)CCS(=O)(=O)N1Cc1ccc(-c2ccccc2)cc1 (centres undefined),-1,4,3,10,4,-7,3,1,0,-5,5
CC(CNS(=O)(=O)c1ccccc1)Sc1ncccn1 (centres undefined),-3,0,6,-6,-9,3,3,-4,-4,-13,0
FC(F)(F)c1cccc(-c2ccc(-c3csnn3)o2)c1,-10,4,-25,3,-40,-24,-19,2,1,-38,-20
O=C(O)C(C1CCCCC1)C1(O)CCCC1 (centres undefined),-20,-3,7,-7,13,-4,3,-8,1,-12,-5
Cc1ccc(C(=O)NNC(=O)c2ccc(NS(=O)(=O)c3cccs3)cc2)s1,1,.,-4,5,23,-1,-5,4,-14,10,18
Nc1ncc(-c2ccc(F)cc2)nc1N1CCN(CCO)CC1,-21,-3,2,13,1,9,.,-1,.,6,11
CCCOc1ccc(CNC(=S)Nc2ccccc2)cc1Cl,3,.,11,-23,15,5,28,7,-5,-17,-4
CCCCn1nnnc1NCc1cccnc1,-29,12,6,-8,-17,3,2,-31,3,5,5
C#CCN(C[C@@H]1[C@@H](OC(=O)NCC2CCCCC2)[C@@H](OC(=O)NCC2CCCCC2)CN(C(=O)OC(C)C)N1C(=O)OC(C)C)S(=O)(=O)c1ccc(C)cc1,5,-2,14,3,7,28,-14,1,2,30,4
Cc1c(Br)c([N+](=O)[O-])nn1CC(=O)N1CCc2ccccc2C1,-26,2,-10,1,29,0,-9,-12,1,20,4
CC(=O)NCCC(=O)Nc1ccc(C(N)=O)cc1,3,3,1,14,16,-10,9,-3,-3,9,1
CNc1cncc(-c2ccc(CN(C)C)cc2)n1,-51,3,-30,-6,-10,-64,.,-3,.,-80,-74
O=C1CN(C(=O)NCC(=O)N[C@H](Cc2ccccc2)C(=O)O)c2ccccc2N1,8,-3,-5,-8,1,-5,0,4,4,12,-17
C=C(C)Cn1c(=O)c2c(nc3n2CCN3c2cccc(Cl)c2C)n(C)c1=O,4,-7,14,7,17,-11,4,-6,-3,7,-2
CCN(CC)c1nc(NN)nc(Nc2ccc(C)c(Cl)c2)n1,-12,2,12,7,24,15,20,-5,7,2,-18
C[C@@H]1NC(=O)/C(=C\c2ccccc2Br)NC1=O,19,-5,6,1,0,-13,-1,1,-3,4,8
Cn1c(=O)[nH]c(=O)c2c1nc(N1CCNCC1)n2Cc1cccc2ccccc12,-19,.,5,-5,4,-7,-15,2,1,5,1
CCc1cc2c(=O)c(-c3ccc4c(c3)OCCO4)coc2cc1OC(=O)c1ccco1,-73,-4,-27,71*,-4,-81,12,0,2,-70,-76
O=C(CN1CCCC1)OCCCc1ccccc1,11,32,-18,-2,-1,-25,0,-6,-5,7,-3
CSc1ncnc2c1ncn2CCCNC1CCN(Cc2ccccc2)CC1,23,-2,0,5,-7,10,0,-6,6,-26,-46
O=C(COC(=O)c1n[nH]c2ccccc12)Nc1ccccc1F,-53,6,-43,-2,-5,-68,-33,0,5,-81,-126
CCc1cccc(C)c1NC(=S)N(Cc1cccnc1)Cc1ccco1,-9,2,-10,2,-9,-1,-2,-7,1,14,23
CN(CCO)c1cccc2c1S(=O)(=O)N[C@H](Cc1ccccc1)CO2,-11,.,-6,3,-18,-3,.,0,.,.,.
CC(C)C[C@@H](CN1CCC[C@@H]1CN1C(=O)C(=O)NC[C@@H]1Cc1ccc(O)cc1)N1C[C@H](Cc2ccc(O)cc2)N(CC2CCCCCC2)C(=O)C1=O,-4,.,11,1,-2,2,.,1,.,.,.

# These rows are one share of the data; rates above refer to the full screens.
